ADAM10 inh: ADAM10 inhibition, QFRET primary screen; recombinant ADAM10, EDANS/DABCYL FRET peptide cleavage, 3 h; inhibition, % at 7 µM; 0.62% of 370,000 active; AID 720582;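 active means inhibition above a per-campaign cutoff equal to the mean of compounds falling between control-based bounds plus 3 SD, cut at about 20% in these data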;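 further: 0% = DMSO wells while the 100% control is not disclosed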
GC-A act: GC-A (human) enzyme activation; activation, % at 10 µM; 0.14% of 370,000 active; HEK293 GC-A cells, cGMP TR-FRET, EC30 ANP; 0% at EC30 ANP, 100% saturating ANP; in the data active means activation above about 40%
Target sequence (P16066 whole entry, looked up): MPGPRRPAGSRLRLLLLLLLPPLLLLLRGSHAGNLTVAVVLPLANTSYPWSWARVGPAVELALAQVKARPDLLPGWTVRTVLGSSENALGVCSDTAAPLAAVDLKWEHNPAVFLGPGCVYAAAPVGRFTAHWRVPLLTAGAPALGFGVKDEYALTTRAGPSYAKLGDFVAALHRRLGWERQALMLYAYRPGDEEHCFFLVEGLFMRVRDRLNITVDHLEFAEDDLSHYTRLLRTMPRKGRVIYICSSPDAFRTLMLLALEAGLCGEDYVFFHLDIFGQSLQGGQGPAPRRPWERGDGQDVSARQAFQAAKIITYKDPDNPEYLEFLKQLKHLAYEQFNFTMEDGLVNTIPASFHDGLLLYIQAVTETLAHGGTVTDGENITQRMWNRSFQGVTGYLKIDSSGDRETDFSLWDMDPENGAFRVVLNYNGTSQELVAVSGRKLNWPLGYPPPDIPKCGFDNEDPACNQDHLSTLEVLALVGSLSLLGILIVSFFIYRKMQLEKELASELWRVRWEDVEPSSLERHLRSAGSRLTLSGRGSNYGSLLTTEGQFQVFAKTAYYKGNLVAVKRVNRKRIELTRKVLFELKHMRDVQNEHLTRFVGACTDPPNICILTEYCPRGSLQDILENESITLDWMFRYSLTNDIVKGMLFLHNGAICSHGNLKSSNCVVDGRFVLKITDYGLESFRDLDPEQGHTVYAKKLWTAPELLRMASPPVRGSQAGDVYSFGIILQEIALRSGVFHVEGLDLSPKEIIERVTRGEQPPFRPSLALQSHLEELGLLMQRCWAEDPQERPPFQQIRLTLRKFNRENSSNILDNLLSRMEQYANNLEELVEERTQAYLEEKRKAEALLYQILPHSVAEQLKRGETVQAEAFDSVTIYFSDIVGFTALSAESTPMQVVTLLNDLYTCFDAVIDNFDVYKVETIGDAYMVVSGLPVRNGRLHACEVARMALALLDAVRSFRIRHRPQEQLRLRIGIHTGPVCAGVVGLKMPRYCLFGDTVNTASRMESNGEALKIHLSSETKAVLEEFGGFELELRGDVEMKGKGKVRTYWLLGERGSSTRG
ASAP1 GAP inh: blocks human ASAP1-stimulated Arf1 GTP hydrolysis. Q9ULH1. GDP FP detection. inhibition, % at 16.5 µM. 0.19% of 360,000 active; in the data active means inhibition above about 25%;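 further: 0% = vehicle with enzyme and substrate and 100% = no enzyme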
Tn6 DDE FP: inhibitors of Tn6 peptide binding to human fibrin DD(E); Fibrin DD(E) TRITC-Tn6 fluorescence polarization displacement; inhibition, % at 8.3 µM; 0.21% of 370,000 active; AID 720509;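 active means inhibition above a per-campaign cutoff: mean of compounds within control limits plus 3 SD, cut at about 15% in these data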;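 further: 0% = median of all compound wells on the plate and 100% = blocking peptide control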
rCAG binder: molecules binding r(CAG) RNA repeats; r(CAG) RNA repeat, TO-PRO-1 dye displacement fluorescence; inhibition, % at 3 µM; 1.3% of 370,000 active; AID 651821;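 active means inhibition above the plate cutoff, the mean of all test compounds on that plate plus 3 SD, cut at about 35% in these data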;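 further: 0% = DMSO alone and 100% = 100 µM mitoxantrone as full dye displacement; higher means more dye released from RNA so lower well fluorescence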
FXN GAA850 act: increases GAA850 frataxin promoter reporter activity; 0.56% of 360,000 active; HEK293 lucGAA850 FXN promoter luciferase reporter, 24 h; percent of 10 µM SAHA response; activation, % at 6 µM;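 active means activation above the average of all compounds screened plus 3 SD, cutoff fixed separately per campaign, cut at about 7.5% in these data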;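 further: 0% = DMSO wells and 100% = 10 µM SAHA wells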
KLK7 zymogen act: activates the human kallikrein-7 zymogen; activation, % at 7 µM; P49862; 0.9% of 370,000 active; purified proKLK7, EDANS-DABCYL substrate fluorescence; 100% is mature enzyme control, 0% vehicle;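 active means activation above the mean of all tested compounds plus 3 SD, computed per campaign excluding outliers beyond control limits, cut at about 13% in these data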
ARFGAP1 inh: rat ARFGAP1 inhibition. Q62848. Arfgap1-stimulated ARF1 GTP hydrolysis, GDP FP detection. 0.26% of 360,000 active. inhibition, % at 16.5 µM;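 active means inhibition above a per-plate limit, mean inhibition of low control wells plus 3 SD, cut at about 25% in these data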;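 further: 0% = DMSO wells with enzyme and 100% = wells lacking Arfgap1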
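System: truncated rat Arfgap1 GAP domain / Benchmarks: high control wells lacking Arfgap1, low control full reaction with DMSO / Times: compound-enzyme preincubation 20 min, reaction 120 min, detection 60 min, 25 °C / Repeats: one replicate per compound / Also added: human ARF1(Δ1-17)-GTP substrate / Measured by: Tracer-displacement fluorescence polarization with EDTA stop, 620/688 nm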
GC-B act: GC-B (human) receptor activation; P20594; HEK293-GC-B cells, CNP EC30, cGMP TR-FRET; 0% at EC30 CNP, 100% saturating CNP; activation, % at 10 µM; 0.11% of 370,000 active; AID 1920062;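 active means activation at 10 µM reaching about 35% in either raw or pattern-adjusted values, limit read from the data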
HGIII-sPLA2 inh: Inhibits HGIII-sPLA2 liposome hydrolysis, primary screen | Q9NZ20 | QFRET BODIPY PC-A2 liposome hydrolysis, fluorescence | inhibition, % at 12.2 µM | 0.56% of 370,000 active | AID 743126;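 active means inhibition above mean plus 3 SD of compounds lying within the high and low control bounds, cut at about 19% in these data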;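 further: 0% = median of test compound wells and 100% = no enzyme DMSO wells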
An asterisk follows results filed as active; i = inactive; . = not tested or not shown. Compounds as they come; about 4.5% have a hit in one of these screens.

entry	Molecule	HGIII-sPLA2 inh	KLK7 zymogen act	FXN GAA850 act	ASAP1 GAP inh	GC-B act	GC-A act	rCAG binder	ADAM10 inh	Tn6 DDE FP	ARFGAP1 inh
1	O=C(Cc1ccccc1)N[C@@H]1c2ccccc2CC[C@@H]1OCc1ccccc1	3	-0.6	-2.5	-6	-6	-10	2	-6	0	5
2	CC(=O)c1ccc(S(=O)(=O)NCC2CCN(C(=O)C(=O)c3cccs3)CC2)cc1	10	-0.5	.	0	2	5	2	-6	9	0
3	COc1ccc(C2=NOC(C(=O)Nc3ccc(C)cc3)C2)cc1OC (stereo not drawn)	-2	0.3	-2.0	-14	-2	-2	6	4	8	-12
4	COCCn1c(SCc2nc3sc(C(=O)OC)c(C)c3c(=O)[nH]2)nc2ccccc21	-1	-0.7	1.5	-3	-1	-6	5	-4	-11	8
5	O=C(CSc1nnc2nnc3ccccc3n12)N1CCOCC1	10	3.0	-3.7	-10	-3	1	-4	-22	4	-5
6	Cc1ccc(C2(c3noc(CN(C)CC4COCCO4)n3)CCCC2)cc1 (stereo not drawn)	-1	0.1	-0.5	0	-5	-8	-7	7	4	7
7	CCOc1ccc(NC(=O)CN2CCC(n3cnc4cc(F)ccc43)CC2)cc1	-2	1.2	0.5	9	-4	-12	-8	-3	5	11
8	CCCCOc1ccc(C(=O)N2CCCC2)cc1	2	-0.5	7.2	3	1	2	-5	1	2	-1
9	CCC(COC(=O)Nc1cccc(C)c1)NC(=O)OCC(C)C (stereo not drawn)	-7	-0.2	-0.7	3	-4	7	-2	3	2	-2
10	CCOc1ccc(NS(=O)(=O)c2ccc3ncsc3c2)cc1	-7	0.1	0.8	2	-2	2	0	2	0	7
11	Cn1cc(CCNC(=O)CCc2nnc(CCCCc3ccccc3)o2)cn1	2	0.4	1.1	-11	-2	1	-8	2	7	2
12	COCCCN1C(=O)C(CC(=O)NC2CCCCC2)CC(C(=O)N(C(C)C)C(C)C)=C1C (stereo not drawn)	2	0.2	.	-3	3	0	-1	0	6	9
13	CN(CCc1ccccc1)C(=O)c1ccc(NC(=O)Cc2ccc(NC(=O)C3CCCN(C(=O)C4CC4)C3)cc2)cc1 (stereo not drawn)	-16	0.3	-0.9	0	2	2	1	1	-2	-12
14	CC1(C)C(=O)OC(C(=O)c2ccccc2)C(C)(C)C1=O (stereo not drawn)	4	0.5	-3.1	0	-1	1	-1	-3	2	12
15	COc1ccccc1NC(=O)CSc1nnc(COc2ccccc2OC)n1C	-3	-0.1	0.4	11	-5	0	-9	2	0	8

Records 13 through 15 of the list above:
entry	Molecule	HGIII-sPLA2 inh	KLK7 zymogen act	FXN GAA850 act	ASAP1 GAP inh	GC-B act	GC-A act	rCAG binder	ADAM10 inh	Tn6 DDE FP	ARFGAP1 inh
13	CN(CCc1ccccc1)C(=O)c1ccc(NC(=O)Cc2ccc(NC(=O)C3CCCN(C(=O)C4CC4)C3)cc2)cc1 (stereo not drawn)	-16	0.3	-0.9	0	2	2	1	1	-2	-12
14	CC1(C)C(=O)OC(C(=O)c2ccccc2)C(C)(C)C1=O (stereo not drawn)	4	0.5	-3.1	0	-1	1	-1	-3	2	12
15	COc1ccccc1NC(=O)CSc1nnc(COc2ccccc2OC)n1C	-3	-0.1	0.4	11	-5	0	-9	2	0	8

Carrying on.
entry	Molecule	HGIII-sPLA2 inh	KLK7 zymogen act	FXN GAA850 act	ASAP1 GAP inh	GC-B act	GC-A act	rCAG binder	ADAM10 inh	Tn6 DDE FP	ARFGAP1 inh
16	Cc1nc2ccc([N+](=O)[O-])cc2c(=O)n1Cc1ccc(Cl)cc1	3	-0.3	1.0	7	-7	6	-1	-6	-4	4
17	CCOC(=O)c1ccc(S(=O)(=O)N2CCC(C(=O)NCC3COc4ccccc4O3)CC2)cc1 (stereo not drawn)	-9	0.2	-0.6	-2	-10	-6	1	4	-4	4
18	CCc1ccccc1NC(=O)COc1ccc2c(c1)OCO2	4	-0.5	1.1	-6	-4	3	-3	-6	6	1
19	O=C(N/N=C\c1ccccn1)c1cccc(C(=O)N/N=C\c2ccccn2)n1	-4	-1.1	0.2	-3	-4	-4	-3	-12	-7	13
20	FC(F)(F)COc1nc(N2CCCCC2)nc(N2CCNCC2)n1	1	1.3	2.2	2	-5	-4	-4	1	9	6
21	N/C(=N\OC(=O)CC1CCCCC1)c1cccc([N+](=O)[O-])c1	1	-0.3	2.5	8	2	7	2	-2	-1	-3
22	Cc1ccc(N2C(=O)C(CC(=O)Nc3cccc(F)c3)N(C3CC3)C2=O)cc1 (stereo not drawn)	-3	0.2	3.3	7	6	2	1	-6	1	0
23	Cc1ccc(C2(C)NC(=O)N(CC(=O)NCCC3=CCCCC3)C2=O)cc1 (stereo not drawn)	-10	0.4	0.6	11	4	3	-8	4	-1	-3
24	CCOC(=O)C1=C(SCC(=O)Nc2ccccc2)NC(=O)C(C#N)C12CCCCC2 (stereo not drawn)	-28	0.0	1.7	3	-4	-2	0	-2	6	-4
25	COCCN1C(=O)c2ccccc2C1c1nnnn1-c1ccc2c(c1)OCCO2 (stereo not drawn)	-3	0.1	.	-17	-1	2	1	3	6	-13
26	CCC(=O)N1CCN(c2ccc(NC(=O)c3ccc(N4CCCC4)c([N+](=O)[O-])c3)cc2)CC1	-1	0.1	0.6	9	-1	4	-3	-5	7	-3
27	NS(=O)(=O)c1ccc(CCNC(=O)CCc2ccccc2)cc1	4	0.2	0.8	0	7	2	-1	4	6	-10
28	N#CCCN(CC(=O)O)S(=O)(=O)c1ccccc1	6	-0.2	3.0	-1	5	3	2	2	3	-8
29	CC(Sc1nc(NCc2ccccc2)nc(N(C)C)n1)C(=O)Nc1ccccc1 (stereo not drawn)	-33	-0.2	0.9	2	10	1	1	15	0	1
30	CC(C)COc1cccc(C(=O)N2CCN(C(=O)c3ccco3)CC2)c1	1	-0.1	2.4	-8	3	3	0	-2	7	-5
31	CCOC(=O)C1(C)NC(c2ccco2)C2C(=O)N(c3ccc(C)cc3)C(=O)C21 (stereo not drawn)	2	0.2	-0.9	2	2	0	-1	-6	-4	7
32	COc1ccc(NC(=O)CSc2nnc3ccc(-c4cccnc4)nn23)cc1OC	7	0.0	-1.5	-14	-1	0	-11	-2	-4	14
33	Clc1cccc(CON/C=N/c2ncnc3sccc23)c1	2	-0.5	-2.1	16	-5	-8	1	21*	-6	6
34	O=C1NC(=O)/C(=C\c2ccc(N3CCOCC3)o2)N1	1	2.3	3.8	-5	2	-5	-1	-5	-10	-2
35	O=C1C=C(c2c(O)ccc3ccccc23)c2ccccc2C1=O	-54	-0.2	-8.2	10	49*	44*	10	0	-4	-3
36	CC1(C)OC1(C#N)c1ccccc1 (stereo not drawn)	-2	-1.0	-1.8	4	3	2	1	-4	-3	-4
37	N#Cc1nc(-c2cccs2)oc1NCC1CCCO1 (stereo not drawn)	14	10	2.0	-2	.	.	-5	i	9	2
38	Cc1noc(C)c1S(=O)(=O)N(Cc1ccccc1)C(C)C	-3	-0.2	0.6	7	1	0	-4	-1	-1	-4
39	O=C(O)CCc1ccc(-c2cccs2)n1NC(=O)c1ccc(Cl)cc1Cl	-9	-0.1	1.8	-13	-2	3	14	2	-1	12
40	CCOC(=O)c1c(NC(=O)c2cccc([N+](=O)[O-])c2C(=O)O)sc2c1CCCC2	-4	-0.5	0.5	-11	0	-2	31	6	1	14
41	COc1ccc(C)cc1NCc1ccc([N+](=O)[O-])cc1	19*	-0.1	1.6	10	3	-2	-1	8	-1	13
42	COc1ccc(C)cc1NC(=O)NC(C)c1ccc2c(c1)OCO2 (stereo not drawn)	-10	-0.2	-1.0	-4	-7	-13	1	-14	-3	7
43	Cc1ccc(C(=O)COc2nc(C)nc3ccccc23)cc1	-3	-0.1	1.0	-4	3	2	0	-1	6	-10
44	COC(=O)c1cc2c(ccn2-c2ccc(F)cc2)n1CC(=O)N1CCN(C(=O)c2ccco2)CC1	-12	-4.2	1.2	0	-3	-3	-2	-43	-1	7
45	COc1cc([C@@H]2C[C@H]3CN(c4ccccc4)C(=O)[C@]34CCCN24)cc(OC)c1OC	-8	0.1	-2.0	9	-3	-1	-8	-7	1	-6

Complete entries, looked up by structure:
Cc1ccc(C(=O)COc2nc(C)nc3ccccc23)cc1 in the list: HGIII-sPLA2 inh = -3; KLK7 zymogen act = -0.1; FXN GAA850 act = 1.0; ASAP1 GAP inh = -4; GC-B act = 3; GC-A act = 2; rCAG binder = 0; ADAM10 inh = -1; Tn6 DDE FP = 6; ARFGAP1 inh = -10
CC1(C)OC1(C#N)c1ccccc1 (stereo not drawn) in the list: HGIII-sPLA2 inh = -2; KLK7 zymogen act = -1.0; FXN GAA850 act = -1.8; ASAP1 GAP inh = 4; GC-B act = 3; GC-A act = 2; rCAG binder = 1; ADAM10 inh = -4; Tn6 DDE FP = -3; ARFGAP1 inh = -4

Continued.
entry	Molecule	HGIII-sPLA2 inh	KLK7 zymogen act	FXN GAA850 act	ASAP1 GAP inh	GC-B act	GC-A act	rCAG binder	ADAM10 inh	Tn6 DDE FP	ARFGAP1 inh
46	O=C1C=CC(=O)N1CCNc1ncc(C(F)(F)F)cc1Cl	4	0.4	-4.2	5	-20	-42	0	-7	8	-4
47	COc1ccc(-n2c(Cc3cccn3C)nnc2SCC(=O)Nc2ccc3c(c2)OCCO3)cc1	-20	-0.2	-1.0	17	6	3	2	-15	2	-8
48	COc1cc(Cl)c(C)cc1NC(=O)CSc1nnc(-c2ccco2)n1CC(C)C	-11	-0.1	-2.0	8	-16	-27	-1	4	8	-3
49	CCOc1ccccc1NC(=O)C(c1ccccc1)N1CCN(CC(=O)N2CCOCC2)CC1 (stereo not drawn)	0	-0.3	-0.7	0	-2	-2	2	-8	3	0
50	COc1ccccc1NC(=O)Nc1c(C)nn(C)c1C	3	-0.6	1.6	8	-3	4	-2	9	0	-1
51	CC[C@]1(C(=O)OC)[C@H]2C(=O)N(C)C(=O)[C@H]2[C@H]2CN=C(SCc3ccccc3)N21	2	0.0	0.4	2	-3	-3	-1	-11	-2	14
52	O=C(c1cccnc1Cl)N1CCC(Oc2cccnc2)CC1	14	0.0	.	.	1	2	0	-2	3	.
53	O=C(CCn1c(=O)oc2ccccc21)Nc1nc2ccccc2s1	-21	0.2	0.4	-3	-16	-1	0	3	0	0
54	O=S(=O)(c1ccccc1)N1CCC(c2nc3ccccc3o2)CC1	-2	-0.1	.	.	-2	1	1	-4	-12	.
55	COc1ccc(OC)c2[nH]c(=O)c(CCNC(=O)COc3ccccc3)cc12	8	0.9	2.2	4	0	0	-9	-5	0	6

Screening results from PubChem BioAssay.
